Bioassay records (PubChem BioAssay)
TROY signal inh: inhibitors of TROY-driven NF-kB signaling, primary screen, Q293 LMP1-TROYcd cells, NF-kB luciferase, uHTS; Q293 LMP1-TROYcd NF-kB luciferase reporter, 4 h; inhibition, % at 10 µM; hit rate 0.98% among 360,000;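 active = compounds whose plate-normalised and pattern-corrected inhibition of the luciferase reporter signal at the single screening dose is 50% or more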
SRC2 inh: inhibition of GAL4-SRC2 driven luciferase reporter, primary screen, SRC2 inhibitor project, cell-based, luminescence; Nuclear receptor coactivator 2 (Homo sapiens), Q15596; HEK293 GAL4-SRC2 luciferase reporter; inhibition, % at 9 µM; hit rate 0.17% among 370,000;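 active = inhibition above the mean inhibition of all tested compounds plus 3 SD, set per campaign, cut at about 52% in these data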;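 also: 0% = DMSO treated cells and 100% = cells given Gossypol at 36 µM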
LRH-1 inv ag: LRH-1 (NR5A2) inverse agonists, primary screen, cell-based, luminescence, HEK293T, StAR-luciferase reporter | Nuclear receptor subfamily 5 group A member 2 (Homo sapiens), O00482 | LRH-1 transfected, 24 h | inhibition, % at 3.6 µM | hit rate 0.13% among 360,000;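 active = inhibition above the mean inhibition of all tested compounds plus 3 SD, cut at about 73% in these data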;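 also: 0% = DMSO wells and 100% = reporter-only cells lacking LRH-1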
Target sequence (O00482 whole entry, looked up): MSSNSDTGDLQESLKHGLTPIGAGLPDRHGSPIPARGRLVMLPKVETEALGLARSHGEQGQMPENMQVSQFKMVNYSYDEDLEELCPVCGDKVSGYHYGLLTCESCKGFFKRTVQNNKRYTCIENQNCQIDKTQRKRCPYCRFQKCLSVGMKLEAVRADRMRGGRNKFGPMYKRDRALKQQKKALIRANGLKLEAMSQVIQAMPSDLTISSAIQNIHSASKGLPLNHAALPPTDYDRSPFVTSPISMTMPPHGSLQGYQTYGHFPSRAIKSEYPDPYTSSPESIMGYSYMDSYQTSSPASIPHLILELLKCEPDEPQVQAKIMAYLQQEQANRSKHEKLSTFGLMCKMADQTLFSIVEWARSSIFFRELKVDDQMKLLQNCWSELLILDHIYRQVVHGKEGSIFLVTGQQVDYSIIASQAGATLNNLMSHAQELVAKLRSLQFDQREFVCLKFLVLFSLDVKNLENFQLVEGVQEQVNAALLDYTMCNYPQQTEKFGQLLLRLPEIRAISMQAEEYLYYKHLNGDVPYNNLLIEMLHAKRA
NOD2 RIPK2 PPI: NOD2-RIPK2 binding disruptors in cells, primary screen, fluorescence, CHO cells, BLA complementation. Receptor-interacting serine/threonine-protein kinase 2 (Homo sapiens), O43353. CCF4 ratio. inhibition, % at 4.98 µM. hit rate 0.38% among 360,000; in the data active = inhibition above about 21%;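 also: 0% = vehicle only and 100% = reference blocker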
TWEAK-Fn14 inh: inhibitors of TWEAK-Fn14 signaling, primary screen, luciferase reporter cells, uHTS; hit rate 2% among 360,000; TWEAK-stimulated Fn14 reporter cells, luciferase luminescence, 8 h; inhibition, % at 10 µM; in the data active = inhibition above about 50%
Granule exo inh: LAMP-1 surface exposure blockers, TALL-104 cells – cell-based, flow cytometry, MLPCN library, primary screen; inhibition, % at 10 µM; hit rate 0.66% among 360,000; TALL-104 LAMP-1 surface exposure; cells stimulated with thapsigargin and PMA;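 active = inhibition above about 55%, limit read from the data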
SRC3 inh: SRC3 coactivator transcriptional activity inhibitors, primary screen, cell-based, luminescence; Nuclear receptor coactivator 3 (Homo sapiens), Q9Y6Q9; HEK293 GAL4-SRC3 luciferase reporter; inhibition, % at 3.6 µM; hit rate 0.17% among 360,000;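 active = inhibition above a per-campaign cutoff, the mean of all compounds plus 3 SD, cut at about 60% in these data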;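 also: 0% = DMSO-treated cells and 100% = gossypol-treated cells at 36 µM; higher means less SRC3-driven luciferase light from the GAL4 reporter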
TLR9-MyD88 inh: inhibitors of TLR9-MyD88 association in cells, primary screen, cell-based, CHO, BLA complementation, fluorescence; inhibition, % at 4.98 µM; AID 504734, 2011; CCF4 FRET ratio; hit rate 0.21% among 340,000;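 active = inhibition above the mean over all tested compounds plus 3 SD, cut at about 21% in these data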;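 also: 0% = DMSO only wells and 100% = clavulanate BLA inhibitor control wells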
NR2F2 inh: NR2F2 transcriptional activity inhibitors, primary screen, cell-based, luciferase reporter, HEK293T, luminescence. HEK293T NGFI-A luciferase reporter. COUP transcription factor 2 (Homo sapiens), P24468. inhibition, % at 8.6 µM. hit rate 0.7% among 370,000;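 active = inhibition above a per-plate cutoff, mean inhibition of test wells between control levels plus 3 SD, cut at about 38% in these data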;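 also: cells cotransfected with COUP-TFII expression vector driving the NGFI-A reporter; 0% = median of COUP-TF2 test wells and 100% = reporter-only cells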
Target sequence (P24468 whole entry, looked up): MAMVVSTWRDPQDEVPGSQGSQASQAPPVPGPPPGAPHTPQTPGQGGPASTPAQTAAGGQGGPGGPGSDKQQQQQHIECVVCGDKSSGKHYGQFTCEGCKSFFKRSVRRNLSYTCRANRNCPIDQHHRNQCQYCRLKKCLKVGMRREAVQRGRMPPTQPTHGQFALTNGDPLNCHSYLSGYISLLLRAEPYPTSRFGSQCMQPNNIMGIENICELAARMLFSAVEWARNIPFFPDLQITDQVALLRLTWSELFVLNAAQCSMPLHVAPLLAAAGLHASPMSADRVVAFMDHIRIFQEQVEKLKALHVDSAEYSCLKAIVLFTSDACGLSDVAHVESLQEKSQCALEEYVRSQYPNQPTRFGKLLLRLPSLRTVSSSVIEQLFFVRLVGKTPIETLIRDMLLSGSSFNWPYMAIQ
NCOA1 inh: SRC1 coactivator transcriptional activity inhibitors, primary screen, cell-based, luminescence; HEK293 GAL4-SRC1 luciferase reporter; Nuclear receptor coactivator 1 (Homo sapiens), Q15788; inhibition, % at 3.6 µM; hit rate 0.12% among 360,000;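 active = inhibition above the campaign mean plus 3 SD, with each screening campaign given its own cutoff, cut at about 60% in these data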;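 also: 0% = DMSO treated cells and 100% = gossypol at 36 µM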
ABHD5 PLIN5 PPI: ABHD5-PLIN5 interaction inhibitors, primary screen, cell lysate, split luciferase complementation, luminescence; inhibition, % at 4 µM; AID 602281, 2012; Split G. princeps luciferase complementation, 4 h; hit rate 0.78% among 360,000; Perilipin-5 (Homo sapiens) + 1-acylglycerol-3-phosphate O-acyltransferase ABHD5 (Homo …;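 active = inhibition above the mean inhibition across every tested compound plus 3 SD, cut at about 22% in these data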;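 also: 0% = DMSO only wells and the 100% control is not disclosed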
An asterisk follows results filed as active; . = not tested or not shown.

Values run as follows: SRC3 inh	TLR9-MyD88 inh	SRC2 inh	NOD2 RIPK2 PPI	LRH-1 inv ag	Granule exo inh	NCOA1 inh	ABHD5 PLIN5 PPI	TROY signal inh	NR2F2 inh	TWEAK-Fn14 inh
#1 CCNC(=S)NNC(=O)c1cc(CC(C)C)nc2ccccc12
→ -14	3	-1	5	11	1	7	-5	-2	3	3
#2 CCCc1cc(=O)[nH]c(SCC(=O)Nc2ccccc2C#N)n1
→ 4	-4	-4	-4	0	-1	-11	-10	2	3	-5
#3 CC(OC(=O)c1ccc(-c2ccc(O)cc2)cc1)C(=O)NC1CCCCC1C (stereo not given)
→ -7	4	32	6	-5	-2	5	-14	33	-3	-7
#4 CCN1C(=O)[C@H]2[C@@H](c3ccc(-c4ccc(Cl)c(Cl)c4)c(OC)c3)N[C@@](Cc3ccccc3)(C(=O)OC)[C@H]2C1=O
→ 8	-4	-10	-6	-2	-4	-13	-2	-5	7	1
#5 CC(C)C(c1nnnn1Cc1ccc(F)cc1)N1CCN(C2CCCC2)CC1 (stereo not given)
→ 16	-7	-11	-1	-11	-7	-4	6	24	3	1
#6 O=C(NCc1ccco1)c1ccc2c(=O)n(Cc3ccco3)c(SCC(=O)N3CCCC3)nc2c1
→ 3	-28	5	-7	7	-2	6	11	1	5	12
#7 O=C(CSc1nnc(CN2CCCC2)n1-c1ccc(F)cc1)c1ccc2c(c1)OCO2
→ -2	-1	-3	-1	15	-1	-4	4	25	6	4
#8 CC(=O)C1=C(C)NC(=O)CC1c1ccc(Br)cc1 (stereo not given)
→ 10	4	-13	4	9	3	-3	4	2	19	5
#9 CC1CCN(S(=O)(=O)CCNC(=O)c2ccc(F)cc2)CC1
→ 7	6	-11	-10	8	-13	-1	8	9	-4	-14
#10 O=C(NCc1cccnc1)c1noc2c1CCCC2
→ 8	-15	.	-6	-17	-6	-8	3	4	.	21
#11 COc1ccc(NC(=O)CN2C(=O)NC(C)(c3ccccc3)C2=O)cn1 (stereo not given)
→ 11	5	11	-20	-15	9	-3	7	-2	-8	-1
#12 COc1cc(/C=N/NC(=O)COc2ccccc2C)ccc1OC(=O)c1cccs1
→ 1	-7	8	7	8	1	-4	-10	4	1	0
#13 Cc1cc2n(n1)C(c1ccc3c(c1)OCO3)Nc1ccccc1-2 (stereo not given)
→ -7	-4	-24	3	-4	-1	-18	1	-34	-10	22
#14 Cc1cccc(NC(=O)c2cc(Cl)nc3ccccc23)c1
→ 9	0	-20	-1	18	-3	-34	3	-5	4	-8
#15 CN(c1ccc(Cl)cc1)c1cc(=O)n(C)c2ccccc12
→ 27	2	-39	0	-15	-2	5	-3	-47	-27	-43
#16 S=c1nc2[nH]c3ccccc3c2n[nH]1
→ -19	3	5	-6	5	-3	-7	-10	-47	17	-17
#17 CC(C)CNC(=O)C1(C)CCCN1C(=O)c1cccnc1Oc1ccccc1 (stereo not given)
→ 3	.	-9	-2	-1	-1	2	9	2	-1	14
#18 CCn1cc(C(=O)N[C@@H](CCSC)C(=O)NCCN2CCOCC2)c(=O)c2cc3c(cc21)OCO3
→ 6	-7	-4	12	-2	1	-26	8	-30	8	13
#19 O=C(N/N=C1\CCS(=O)(=O)c2ccc(F)cc21)c1ccc([N+](=O)[O-])cc1
→ 12	2	-4	-12	22	-1	-3	4	-7	0	-15
#20 CCCc1cc(=O)oc2cc(OCC(=O)NC(Cc3c[nH]c4ccc(O)cc34)C(=O)O)c(Cl)cc12 (stereo not given)
→ 3	1	13	-2	8	0	0	-1	-1	-16	1

Some of these compounds in order of formula weight, largest number first.
Values run as follows: SRC3 inh	TLR9-MyD88 inh	SRC2 inh	NOD2 RIPK2 PPI	LRH-1 inv ag	Granule exo inh	NCOA1 inh	ABHD5 PLIN5 PPI	TROY signal inh	NR2F2 inh	TWEAK-Fn14 inh
#5 CC(C)C(c1nnnn1Cc1ccc(F)cc1)N1CCN(C2CCCC2)CC1 (stereo not given)
→ 16	-7	-11	-1	-11	-7	-4	6	24	3	1
#11 COc1ccc(NC(=O)CN2C(=O)NC(C)(c3ccccc3)C2=O)cn1 (stereo not given)
→ 11	5	11	-20	-15	9	-3	7	-2	-8	-1
#2 CCCc1cc(=O)[nH]c(SCC(=O)Nc2ccccc2C#N)n1
→ 4	-4	-4	-4	0	-1	-11	-10	2	3	-5

Two compounds picked at random from the list so far:
Values run as follows: SRC3 inh	TLR9-MyD88 inh	SRC2 inh	NOD2 RIPK2 PPI	LRH-1 inv ag	Granule exo inh	NCOA1 inh	ABHD5 PLIN5 PPI	TROY signal inh	NR2F2 inh	TWEAK-Fn14 inh
#3 CC(OC(=O)c1ccc(-c2ccc(O)cc2)cc1)C(=O)NC1CCCCC1C (stereo not given)
→ -7	4	32	6	-5	-2	5	-14	33	-3	-7
#7 O=C(CSc1nnc(CN2CCCC2)n1-c1ccc(F)cc1)c1ccc2c(c1)OCO2
→ -2	-1	-3	-1	15	-1	-4	4	25	6	4

Going on with the list.
Values run as follows: SRC3 inh	TLR9-MyD88 inh	SRC2 inh	NOD2 RIPK2 PPI	LRH-1 inv ag	Granule exo inh	NCOA1 inh	ABHD5 PLIN5 PPI	TROY signal inh	NR2F2 inh	TWEAK-Fn14 inh
#21 COc1ccc(NC(=O)CN(C)C(=O)Cn2c(=O)oc3ccccc32)cc1
→ -8	0	3	-1	5	-1	-1	7	-2	7	-8
#22 CC(C)NS(=O)(=O)c1ccc(OCC(=O)Nc2cccc(F)c2)cc1
→ 3	-5	-5	-1	-8	7	-23	4	2	-15	24
#23 COCCCNC(=O)c1ccc2nc([C@@H]3O[C@H](CO)[C@H](O)[C@H](O)[C@H]3O)[nH]c2c1
→ 7	.	-29	-1	2	-2	-9	3	-12	-10	-3
#24 CC1(C)Oc2cc3oc(=O)ccc3c3c2C2C1CCC(C)(O3)C2O (stereo not given)
→ 17	.	-9	-7	7	-5	7	-2	0	21	-5
#25 O=[N+]([O-])c1ccc(N2CCC(O)CC2)nc1
→ -9	3	3	-1	-2	6	14	-5	-18	0	5
#26 CCc1nc(Nc2ccc(OC)cc2OC)c2oc3ccccc3c2n1
→ 4	-13	3	-3	25	-15	14	-2	-9	1	-34
#27 CCS(=O)(=O)N1CCN(C(=O)c2cc(OC)cc(OC)c2)CC1
→ -17	10	4	-12	1	-5	-10	-5	-6	11	4
#28 COc1cc(CNc2ncc(-c3ccc(Br)cc3)n2C)cc(OC)c1O
→ -1	-7	19	6	1	0	-9	5	-9	16	-1
#29 CC1(C2CC2)NC(=O)N(CC(=O)Nc2ccccc2C#N)C1=O (stereo not given)
→ 5	0	-18	-4	12	-2	-4	14	-11	11	-10
#30 COc1cc(/C=C2\SC(=S)N(N3CCOCC3)C2=O)ccc1O
→ 19	5	-7	6	0	1	16	10	54*	-2	-35
#31 CON(c1nc(N(C)C)nc(N(C)C)n1)S(=O)(=O)c1ccccc1Cl
→ 1	16	9	16	8	-2	16	-3	12	-11	-4
#32 CCO[C@@H]1OC(C(=O)NC2CC2)=C[C@H](c2c[nH]c3ccccc23)[C@H]1CCCO
→ -8	-11	-10	-2	14	2	-9	8	2	6	-14
#33 Cc1nc2cc(S(=O)(=O)C(F)(F)F)ccc2s1
→ -12	0	19	-4	-3	-1	4	-3	3	-14	-9
#34 O=C(Nc1ccnn1C1CCN(Cc2ccccc2)CC1)C1CCOC1 (stereo not given)
→ 4	-2	-12	-1	14	-1	-2	6	2	-9	3
#35 COc1ccc(C(=O)NNC(=O)CSc2nnc(C)n2C)cc1
→ 0	-4	7	-7	1	-5	-3	0	4	-1	-16
#36 CCN(CC)C(=O)C1=C(C)Nc2nc3ccccc3n2C1c1cccc(OC)c1 (stereo not given)
→ 4	8	-14	-4	2	-1	-3	1	-27	10	-5
#37 Nc1cccc(-c2ccc(CO)o2)c1
→ -13	-7	-45	-2	-11	2	8	0	-2	-5	-10
#38 S=C(NC1CCCC1)N1CCN(c2ncccn2)CC1
→ -19	-8	-1	-4	0	-3	-14	-7	-3	-2	0
#39 CCCCOc1ccc(Nc2nc(C)cc(C)c2C#N)cc1
→ -13	-9	-9	-3	6	-2	11	0	2	-20	-13
#40 CC1CCN(c2oc(-c3ccc(F)cc3)nc2C#N)CC1
→ -45	-8	-12	0	-25	-14	-21	1	-36	-26	-62
#41 CC(=O)NC12CC3CC(C)(C1)CC(NC(C)=O)(C3)C2
→ 14	5	.	-9	7	0	8	2	-14	.	3

Five of the entries above in order of their number in TWEAK-Fn14 inh, low to high.
| cpd | SMILES | TWEAK-Fn14 inh |
| --- | --- | --- |
| 39 | CCCCOc1ccc(Nc2nc(C)cc(C)c2C#N)cc1 | -13 |
| 37 | Nc1cccc(-c2ccc(CO)o2)c1 | -10 |
| 23 | COCCCNC(=O)c1ccc2nc([C@@H]3O[C@H](CO)[C@H](O)[C@H](O)[C@H]3O)[nH]c2c1 | -3 |
| 28 | COc1cc(CNc2ncc(-c3ccc(Br)cc3)n2C)cc(OC)c1O | -1 |
| 25 | O=[N+]([O-])c1ccc(N2CCC(O)CC2)nc1 | 5 |

The list is partial; count on the stated rates, not on these rows.
